# M1 ag parental: counter-screen for M1 agonists: effect in parental CHO-K1 cells | Fluo-8 calcium fluorescence; scaled to maximal ATP response, vehicle zero | activation, % at 3 µM | actives 0.48% (n = 360,000) | AID 602248, 2012; in the data active means activation above about 15%;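 further: untransfected CHO-K1 host cells lacking M1 receptor as counterscreen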
# OXTR ag: human OXTR agonists, primary screen, fluorescence, CHO-OTR cells, Fluo-8 calcium | Oxytocin receptor (Homo sapiens), P30559 | Fluo-8 calcium fluorescence; normalized: DMSO 0%, oxytocin 100% | actives 0.32% (n = 320,000) | activation, % at 3 µM;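 active means activation above the mean of all tested compounds plus 3 SD, cutoff set per screening run, cut at about 20% in these data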;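 further: peak over basal fluorescence ratio from a 100 s FLIPR kinetic read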
# Target sequence (P30559 whole entry, looked up): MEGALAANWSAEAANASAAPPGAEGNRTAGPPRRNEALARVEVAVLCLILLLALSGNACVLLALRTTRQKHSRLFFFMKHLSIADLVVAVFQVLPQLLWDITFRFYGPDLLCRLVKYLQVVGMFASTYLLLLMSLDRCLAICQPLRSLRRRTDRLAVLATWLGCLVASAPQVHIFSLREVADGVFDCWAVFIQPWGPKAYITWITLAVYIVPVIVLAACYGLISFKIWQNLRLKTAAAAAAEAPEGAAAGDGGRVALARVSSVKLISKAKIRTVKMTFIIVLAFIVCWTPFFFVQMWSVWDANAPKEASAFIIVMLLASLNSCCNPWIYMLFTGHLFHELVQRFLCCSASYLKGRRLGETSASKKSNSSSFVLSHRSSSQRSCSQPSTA
# V1R ag counter: agonists of human V1a receptor, primary screen, counter-screen for OXTR agonist project, fluorescence, CHO-V1R cells. activation, % at 3 µM. Vasopressin V1a receptor (Homo sapiens), P37288. Fluo-8 calcium fluorescence, agonist mode; 0% DMSO, 100% 3 nM vasopressin. actives 0.25% (n = 320,000);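 active means activation above the mean activation of all tested compounds plus 3 SD, per screening run, cut at about 20% in these data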;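 further: signal is peak over basal fluorescence ratio across a 100 second FLIPR read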
# Target sequence (P37288 whole entry, looked up): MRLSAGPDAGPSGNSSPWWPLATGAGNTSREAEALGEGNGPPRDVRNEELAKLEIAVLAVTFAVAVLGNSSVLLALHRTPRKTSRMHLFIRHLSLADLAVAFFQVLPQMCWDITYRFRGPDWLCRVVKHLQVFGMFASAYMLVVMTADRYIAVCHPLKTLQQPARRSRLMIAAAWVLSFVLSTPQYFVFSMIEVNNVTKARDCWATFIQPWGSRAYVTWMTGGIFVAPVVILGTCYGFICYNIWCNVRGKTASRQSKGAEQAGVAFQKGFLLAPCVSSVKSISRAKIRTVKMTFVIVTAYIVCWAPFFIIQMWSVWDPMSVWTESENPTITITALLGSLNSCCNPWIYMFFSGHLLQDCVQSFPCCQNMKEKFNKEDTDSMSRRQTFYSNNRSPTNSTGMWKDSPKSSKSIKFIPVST
# TAAR1 antagonist: human TAAR1 antagonists, primary screen, Fluo-8 calcium fluorescence, CHO RD-HGA16 cells; inhibition, % at 3 µM; antagonist; actives 1.5% (n = 360,000); AID 624466, 2012;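 active means inhibition above a per-plate cutoff, the mean inhibition of test compounds on that plate plus 3 SD, cut at about 49% in these data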;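 further: 0% = DMSO plus EC80 beta-PEA response and 100% = DMSO alone without agonist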
#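 Test system: hTAAR1-expressing CHO RD-HGA16 cells, Gα16-coupled; Probe or stimulus: EC80 β-phenethylamine stimulus; Compound dosing: single nominal final test compound concentration of 3 µM; Timing: 140 s kinetic read after compound, 140 s after agonist; Signal: Fluo-8 calcium-sensitive fluorescence; Measure: % inhibition of agonist calcium response; Controls: DMSO and EC80 PEA controls.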
# GPR7 antag: GPR7 receptor antagonists, primary screen, cell-based, fluorescence, single concentration; Neuropeptides B/W receptor type 1 (Homo sapiens), P48145; GPR7-expressing cells, fluorescence antagonist assay; inhibition, % at 4.4 µM; actives 1.1% (n = 290,000); AID 1861, 2009; in the data active means inhibition above about 16%, passing the limit was not always enough;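 further: cells stimulated with the agonist NPW; 0% = agonist with vehicle and 100% = vehicle without agonist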
# CHO parental Ca: ATP-evoked calcium signal inhibitors, parental CHO, primary screen, counter-screen for OX1R antagonist project, cell-based, fluorescence, Fluo-8 calcium dye. AID 463079, 2010. actives 0.63% (n = 330,000). inhibition, % at 5.6 µM. parental CHO-K1, ATP-induced calcium, Fluo-8 fluorescence;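 active means inhibition above that plate's mean sample inhibition plus 3 SD, cut at about 26% in these data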;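 further: 0% = ATP-challenged DMSO wells and 100% = DMSO wells without ATP; some compounds past the cut are filed as inactive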
#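 Test system: untransfected parental CHO cell line; also added: ATP stimulus; dosing: 5.6 µM, single dose; signal: calcium-sensitive Fluo-8 fluorescence; measure: percent inhibition of ATP-evoked calcium rise, normalized to controls; benchmarks: low control ATP plus DMSO, high control DMSO only; replication: one well per compound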
# CHO-K1 Ca antag: nonselective inhibitor or artifact in parental CHO-K1 cells | ATP-induced calcium, Fluo-8 fluorescence | inhibition, % at 3 µM | actives 0.6% (n = 360,000) | AID 602250;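 active means inhibition above a per-plate cutoff, the plate's mean sample inhibition plus 3 SD, cut at about 24% in these data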;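 further: 0% = DMSO plus EC80 ATP and 100% = DMSO alone without ATP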
# M1 PAM parental: nonselective calcium activators in parental CHO-K1 cells, primary screen, counter-screen for M1 PAM project, cell-based, Fluo-8 calcium fluorescence, full deck, 1536-well; ATP EC20; 0% at ATP EC20, 100% at ATP max; activation, % at 3 µM; actives 0.02% (n = 360,000);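 active means activation above the run cutoff, the mean activation of all test compounds plus 3 SD, cut at about 40% in these data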;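 further: peak over basal fluorescence ratio in a 140 s read after ATP addition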
# OXTR potentiate: human OXTR potentiators, primary screen, fluorescence, CHO-OTR cells, Fluo-8 calcium. Oxytocin receptor (Homo sapiens), P30559. Fluo-8 calcium fluorescence, potentiator mode; 0% = oxytocin EC15, 100% = EC100. activation, % at 3 µM. actives 0.061% (n = 320,000);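 active means activation above that plate's cutoff, the mean activation of tested compounds plus 3 SD, cut at about 6.6% in these data, passing the limit was not always enough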;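 further: 100% uses oxytocin at 75 nM as the full agonist control; some results filed as inactive read as strong as hits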
#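 Dosing: Single dose, 3.0 µM nominal final compound concentration | Material: Human OTR in CHO cells | Technique: Kinetic Fluo-8 calcium fluorescence | Benchmarks: EC15 oxytocin alone as 0%, 75 nM oxytocin as 100% | Probe or stimulus: Oxytocin at about EC15, sub-maximal agonist stimulus | Incubation: Compound 6 min at room temperature before oxytocin, 100 s read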
# * marks the source's active call; other numbers are inactive results; . = no result given.
SMILES,M1 ag parental,OXTR ag,V1R ag counter,TAAR1 antagonist,GPR7 antag,CHO parental Ca,CHO-K1 Ca antag,M1 PAM parental,OXTR potentiate
COc1cc(C(C(=O)NC2CCCCC2)N(Cc2ccco2)C(=O)c2cnccn2)cc(OC)c1OC (stereo unspecified),0.3,-1.0,-0.2,12,-4,-14,-9,21,-3
O=C(Nc1ccncc1)c1ccc(N2CCCC2=O)cc1,0.7,1.0,2.2,5,.,-8,-2,5,-8
COc1ccc(-c2cc(C(=O)Nc3cc(OC)c(OC)c(OC)c3)no2)cc1,2.3,0.5,1.1,18,-11,-13,3,-18,-3
COCC(C)n1c(SCC(=O)NC2CCCCC2)nc2ccccc2c1=O (stereo unspecified),0.8,.,.,-11,.,.,-9,18,.
CC1CN(S(=O)(=O)c2ccc(C(=O)NCCCn3ccnc3)cc2)CC(C)O1 (stereo unspecified),0.2,-1.0,0.3,8,-14,4,-8,16,-6
CCCc1cc(=O)n2nc(N3CCC(C(=O)N4CCN(c5cccc(OC)c5)CC4)CC3)sc2n1,8.2,6.1,6.4,-19,-21,-5,7,-7,-8
COc1ccc(/C=C(/NC(=O)c2ccc(C)cc2)c2nc3ccccc3[nH]2)cc1OC,0.4,-1.2,-0.1,2,-2,-28,-6,5,-7
N#CCc1ccc(NC(=O)c2ccc(S(=O)(=O)N3CCCC3)cc2)cc1,11,9.7,5.5,57*,-8,1,6,-10,-15
Cn1ccnc1SCC(=O)N1CCc2ccccc21,0.1,0.2,-0.4,-9,-3,-9,4,-14,0
O=C(Nc1ccc2c(c1)OCCO2)C1CCCN(c2ncccn2)C1 (stereo unspecified),0.2,0.2,-0.2,-4,-11,-12,13,-4,-1
Cc1ccc(Cn2nnc3c(=O)[nH]c(C(=O)NCc4ccco4)nc32)cc1,-0.1,-1.6,-0.6,12,6,-4,-6,12,0
Cc1cccc(C)c1NC(=S)NCCCN1CCCC1=O,0.1,0.9,0.3,-26,-3,-2,0,16,1
O=C1NCCN1c1ncc([N+](=O)[O-])s1,0.1,0.4,0.8,-13,.,6,11,-13,-3
CCN1CCN(c2ncnc3scc(-c4ccc(C)cc4)c23)CC1,0.4,-1.8,-0.2,-1,-1,-22,-18,25,7
COC(=O)c1cc(Br)c(=O)n(CCN2CCCC2)c1,0.1,1.4,1.3,6,-6,-5,-1,1,-2
C/C(CC(=O)Nc1cc(C)ccn1)=N\NC(=O)c1cccc(C)c1,1.1,-0.1,-0.1,-2,-5,-11,0,10,-3
Cc1cc(N2C(=O)C(O)=C(C(=O)c3cc4ccccc4o3)C2c2ccc(Cl)cc2)no1 (stereo unspecified),-0.1,-0.1,1.0,-18,-3,-8,-9,20,1
CCCCN(C(=O)CN1CC(C)OC(C)C1)c1c(N)n(CC(C)C)c(=O)[nH]c1=O (stereo unspecified),0.0,-1.8,0.8,-14,-10,1,-5,21,-3
COC(=O)CCSCC(=O)Nc1nnc(C)s1,0.2,-1.0,-0.7,-13,-11,-7,2,12,-1
CC(C)(C)c1cc(C(=O)NCc2ccco2)ccn1,1.9,0.8,1.0,12,-2,-9,-15,25,-2
CCOc1ccc2nc(SCC(=O)N(CCOC)c3c(N)n(Cc4ccccc4)c(=O)[nH]c3=O)[nH]c2c1,0.7,-0.5,-1.6,1,.,-10,2,24,-1
Cc1nn(-c2ccccc2)c(-c2ccccc2[N+](=O)[O-])c1CC#N,0.0,.,.,4,.,.,-5,1,.
Cc1cccc(N2C(=O)C(Oc3ccc(Cl)cc3Cl)C2C=O)c1C (stereo unspecified),7.9,8.0,12,16,19,-4,12,-5,-7
CN(C)CCCN(C(=O)c1ccc(S(=O)(=O)N2CCOCC2)cc1)c1nc2cc3c(cc2s1)OCO3,0.9,-0.3,-0.1,-12,16,-8,-7,8,-4
CC12CCC(C(=O)N3CCN(Cc4ccccc4)CC3)(OC1=O)C2(C)C (stereo unspecified),1.0,1.4,-0.1,1,-2,-5,-13,4,2
Cn1c(=O)c2c(-c3ccccc3)n(C3CCCCC3)cc2n(C)c1=O,1.4,-1.9,-1.2,-28,-4,-16,-11,14,-1
NNC(=O)CSc1nnc(-c2ccccc2)n1-c1ccccc1,-1.4,-1.0,-0.8,-15,25,-23,-3,-13,-14
Cc1ccc(NC(=O)CSc2nnc(COc3ccccc3F)n2N)cc1S(=O)(=O)N1CCOCC1,-0.8,.,.,2,.,.,14,-16,.
CC(=O)c1cccc(NC(=O)C2C3C=CC(C4CC34)C2C(=O)O)c1 (stereo unspecified),0.9,-0.4,-0.2,2,-11,-17,-21,18,-2
COc1cc(C2C(C#N)=C(N)Oc3n[nH]c(-c4cccnc4)c32)cc(Br)c1O (stereo unspecified),-0.4,-0.8,0.9,-6,1,13,13,-11,4

# Three entries already listed, ordered by number of heavy atoms, rising.
SMILES,M1 ag parental,OXTR ag,V1R ag counter,TAAR1 antagonist,GPR7 antag,CHO parental Ca,CHO-K1 Ca antag,M1 PAM parental,OXTR potentiate
COC(=O)CCSCC(=O)Nc1nnc(C)s1,0.2,-1.0,-0.7,-13,-11,-7,2,12,-1
CC(C)(C)c1cc(C(=O)NCc2ccco2)ccn1,1.9,0.8,1.0,12,-2,-9,-15,25,-2
Cc1nn(-c2ccccc2)c(-c2ccccc2[N+](=O)[O-])c1CC#N,0.0,.,.,4,.,.,-5,1,.

# Continued:
SMILES,M1 ag parental,OXTR ag,V1R ag counter,TAAR1 antagonist,GPR7 antag,CHO parental Ca,CHO-K1 Ca antag,M1 PAM parental,OXTR potentiate
Cc1ccc(-n2nc(C)c3c(C)c(CCC(=O)Nc4ccc(CN5CCCC5)cc4)c(C)nc32)cc1,-0.1,8.0,3.4,5,14,12,-2,-9,-3
COc1cccc(CNC(=O)[C@@H]2CCCN2C(=O)[C@H]2CCCCN2C(=O)c2cccc(Cl)c2)c1,2.1,.,.,1,.,.,-19,4,.
Cc1nn(Cc2ccccc2)c(=O)n1N(C)c1ncc(C(F)(F)F)cc1Cl,0.5,-1.9,-0.8,5,4,-19,-1,12,3
COc1ccc(NS(=O)(=O)c2c(F)cc(F)c(Cl)c2F)cc1S(=O)(=O)N1CCCCC1,0.9,-0.4,0.5,-10,-11,-14,17,-14,-10
Cc1cc(=O)oc2cc(NC(=O)c3cc(F)ccc3F)ccc12,0.3,0.2,0.5,-6,.,0,-8,3,-1
O=C(CCC1CCCC1)N1CCN(C2CCCC2)CC1,1.3,-1.0,0.4,18,7,-29,-12,22,2
COc1ccccc1Cn1nc(C(=O)O)c2ccccc2c1=O,1.0,0.0,1.4,-4,-1,-27,-8,-6,-6
Cc1nc(SCc2nc3cc(Cl)c(F)cc3[nH]2)c2oc3ccccc3c2n1,0.2,-0.8,4.1,23,.,1,-10,10,-8
Cc1ccc2nc(-c3ccccn3)[nH]c2c1,-0.8,-0.7,-1.1,-4,12,-2,20,-9,-10
C#CCOc1ccc(Cl)cc1/C=C1/C(=O)ON=C1C,0.0,0.5,0.1,-14,6,-11,-6,-10,-10
Cc1noc2ncnc(Oc3ccc4ccccc4c3)c12,0.1,-1.8,-1.3,6,0,-29,-4,-5,-7
CN(C)c1ccc(-c2ccnc3c2CC(C)(C(=O)NCc2ccccc2)O3)cc1 (stereo unspecified),-0.3,.,.,-31,.,.,-7,-6,.
COc1cccc(C(NC(C)=O)c2nc(-c3ccncc3)cs2)c1 (stereo unspecified),0.6,.,.,12,.,.,-4,10,.
O=C(CN1C(=O)COc2ccccc21)NCc1ccc(C(=O)O)cc1,0.2,0.3,-0.1,0,-13,-14,-1,10,-4
Cc1cccc(Nc2cc(=O)n(C)c(=O)[nH]2)c1,1.8,-1.4,-0.4,14,-5,-4,-6,18,-12
COc1cc(/C=N/NC(=O)c2ccccc2NS(=O)(=O)c2cccs2)ccc1O,0.4,.,.,16,.,.,-12,11,.
O=C1CCCCN1CCC(=O)N1CCCC(N2CCN(c3cccc(Cl)c3)CC2)C1 (stereo unspecified),0.9,-0.4,0.0,-1,-6,0,-6,-19,-5
CCC(CC)NC(=O)c1cc(OC)c(OC)cc1[N+](=O)[O-],0.5,2.0,1.3,-10,2,-1,-9,22,2
Cc1ccc(CNC(=O)CSc2ncccn2)cc1,1.2,0.1,0.0,7,1,-4,-7,17,-3
CCOC(=O)c1sc(C)c2c(=O)n(CC)nnc12,0.5,-1.4,-0.5,5,-1,-9,7,-5,-5
CN(C(=O)COC(=O)c1ccc(Cl)nc1)c1c(N)n(Cc2ccccc2)c(=O)[nH]c1=O,0.1,2.1,3.8,-4,.,0,-7,6,1
O=S(=O)(c1ccccc1)c1ccc(C(F)(F)F)cn1,0.0,-1.5,-0.5,23,-2,-11,5,11,-2
Cc1ccnc(NC(=O)c2cc3ccccc3o2)c1,-0.1,-1.9,-1.3,-2,.,-19,-3,7,-10
O=C(O)c1c[nH]c2nccnc12,0.4,.,.,2,.,.,-11,20,.
O=C(CSc1nnc(-c2ccc(F)cc2)c2ccccc12)Nc1ccccc1,-0.5,-1.6,-0.9,13,11,-20,-12,16,0
O=[N+]([O-])c1ccc(C[n+]2cccc3ccccc32)cc1,1.0,2.0,1.9,-21,-11,1,-16,1,-11
CC(C)=CCN1CCN(Cc2cccc3nonc23)CC1CCO (stereo unspecified),0.0,0.8,0.2,-9,-15,-6,-8,6,3
O=C1CCCc2nn(-c3ccccc3)nc21,0.3,1.1,1.5,-6,-4,10,3,5,-20
CC(=O)Oc1c2occc2cc2ccc(=O)oc12,0.2,-1.2,-0.7,-4,-10,-12,-4,17,-7
CC(=O)Nc1ccc(N/C=C/C(=O)c2ccccc2)cc1,1.3,0.9,1.2,-12,2,1,-4,13,0
O=C1CSC(c2cccnc2)N1c1ccccc1 (stereo unspecified),-0.1,0.3,-2.2,-9,-4,-9,-1,-21,5
O=C1CC2(CCN(C(=O)c3ccccc3[N+](=O)[O-])CC2)Oc2ccccc21,1.9,1.7,2.1,-1,.,-13,-4,13,0
Cc1cccc(NS(=O)(=O)c2ccc(C(=O)N3CCN(c4ccccc4O)CC3)cc2)c1C,11,13,13,83*,22,9,7,-12,-16
CC1CCN(Cc2c(O)ccc3c(=O)c(-c4nc5ccccc5s4)c(N)oc23)CC1,0.7,1.1,-0.1,-3,0,-1,1,14,-2

# Screens deposited in PubChem BioAssay by The Scripps Research Institute Molecular Screening Center.
